# Screening results: PubChem BioAssay, National Center for Advancing Translational Sciences (NCATS)
# HepG2 tox = kills HepG2 cells in TGF-b inhibitor counter-screen | HepG2 CAGA-GFP viability, ATP luminescence, 18 h | Potency, µM (series often up to 46.1 µM), for inactives: at the highest dose activity change, negative = cytotoxicity, most hits filed as cytotoxic | 410,000 compounds, 0.76% hits | AID 588856; further: potency means the concentration at half of the fitted maximal effect; some results filed as inactive show a strong effect at the top dose
#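 HepG2 CAGA-GFP cells (1000/well, DMEM with 1% FBS) received compound, then TGF-beta at 500 pg/mL final, and were incubated 18 hours at 37 degrees C. Viability was read by CellTiter-Glo luminescence. Media-only wells were set as complete cell-killing and DMSO as no toxicity.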
# CCT chaperon mod = cytosolic chaperonin activity modulation; 360,000 compounds, 0.3% hits; AID 651819; purified chaperonin ATPase assay, HTRF ADP detection, 30 min; activity change, % (no concentration beside the values), hits read low; in the data active means activity change below about -30%; further: on the % scale 0 is the no-effect control and ±100 the full control effect
#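 Nucleotide hydrolysis assay: TRiC at 20–40 nM final (set by batch activity) with 10 uM ATP, 30 min at 37 °C, in presence of 76 uM compound. Detection by competitive ADP HTRF, 30 min ambient.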
# TGFb inhibitor = TGF-b pathway inhibition; Potency, µM (series often up to 46.1 µM), without a hit: top-dose activity, negative = inhibition, actives largely listed as inhibitors; HepG2 CAGA-GFP TGF-b/SMAD3 reporter, GFP fluorescence, 18 h; TGF-beta stimulated, 500 pg/mL final; 410,000 compounds, 1.2% hits; further: potency means the concentration at half of the fitted maximal effect; on the % scale 0 is the no-effect control and ±100 the full control effect; nearly all actives have a fitted effect of over 65% in size
#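 Using HEPG2 CAGA-GFP reporter cells at 1000 cells/well, we pinned test compounds, stimulated with recombinant TGF-beta (500 pg/mL final) and measured total well GFP after 18 h.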
# Nrf2 block = inhibitors of Nrf2 signaling; A549 ARE-Fluc reporter, luciferase luminescence, 18-24 h; Potency, µM (titrated, usually from 46 µM), for inactives: at the highest dose activity change, negative = inhibition, usual class: inhibitors; 360,000 compounds, 2.1% hits; AID 504444; further: potency means the concentration at half of the fitted maximal effect; on the % scale 0 is the no-effect control and ±100 the full control effect; nearly all actives have a fitted effect of over 60% in size
#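 Nrf2 function is reported as luminescence of an ARE-controlled luciferase in A549 cells. Compounds were tested at several concentrations, and a CellTiter-Fluor read on the same wells flagged cytotoxicity.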
# Abeta yeast res = compounds reversing amyloid beta toxicity in yeast. Potency, µM (doses to about 46.1 µM), for inactives: at the top dose growth rescue, most hits filed as activators. 410,000 compounds, 0.063% hits. yeast expressing A-beta42, growth rescue, OD600, 48 h; response scale: 0% DMSO, 100% iron-clioquinol control. AID 1347071; further: potency means the concentration at half of the fitted maximal effect; nearly all actives have a fitted effect of over 55% in size
#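 Yeast growth medium received pinned compounds, then yeast cells expressing toxic A-beta were added; plates incubated at 30 C for 48 hr. Growth read as absorbance at 600 nm, normalized to DMSO and equimolar FeCl3 plus clioquinol controls.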
# Nrf2 activator = activators of Nrf2 (ARE) signaling; AREc32 ARE-luciferase reporter (MCF7-derived line), luminescence, 24 h; Potency, µM (top dose mostly 46.1 µM), for the others: top-dose activation, most hits filed as activators; 410,000 compounds, 0.31% hits; AID 624171; further: potency means the concentration at half of the fitted maximal effect; % of control where 0% means no effect; nearly all actives have a fitted effect of over 65% in size
#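 Each well held 1000 AREc32 cells, which were incubated with compound for 24 hr at 37 deg C after overnight attachment, and ARE reporter activity was quantified by firefly luciferase luminescence.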
# Akt phos inh = inhibitors of Akt phosphorylation | 360,000 compounds, 0.32% hits | activity change, % for hits at 50 µM | Neuro2A IGF-stimulated pAkt S473 HTRF, 20 min; stronger effect = lower value; in the data active means activity change below about -80%; inconclusive means mostly about -51% to -80%; further: on the % scale 0 is the no-effect control and ±100 the full control effect
#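 Neuro2A cells (4,500/well, DMEM with 0.5% FBS) were treated with compound at a single 50 µM final concentration, stimulated with 6 nM IGF for 20 min at 37 °C, and lysed. Phospho-Akt Ser473 was read by HTRF as 665/615 ratio ×10^4.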
# A549 viability = A549 cytotoxicity, counter-screen for Nrf2 inhibitors. AID 504648. 390,000 compounds, 0.16% hits. A549 ARE-Fluc cells, CellTiter-Fluor viability, 18-24 h. Potency, µM (titrated, usually from 46 µM), without a hit: at the top dose activity change, negative = cytotoxicity, usual class: inhibitors; further: potency means the concentration at half of the fitted maximal effect; on the % scale 0 is the no-effect control and ±100 the full control effect
#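 A549 ARE-Fluc cells in 5% FBS OPTI-MEM, 5000 cells/well, rested 2 h then exposed to compounds in concentration-response for 18-24 h at 37 °C. Viability by CellTiter-Fluor fluorescence (Ex 405/Em 525) after 30 min; luciferase luminescence (BugLite, 15 min, RT) read afterwards.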
# Mm-Cpn inhibitor = inhibitors of Methanococcus maripaludis chaperonin (MmCpn); purified Mm-Cpn ATPase, ADP Transcreener TR-FRET; 330,000 compounds, 0.031% hits; Potency, µM (highest dose often 76.9 µM), without a hit: top-dose activity, negative = inhibition, usual class: inhibitors; further: potency means the concentration at half of the fitted maximal effect; on the % scale 0 is the no-effect control and ±100 the full control effect; nearly all actives have a fitted effect of over 80% in size
#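 Eu-cryptate anti-ADP/ADP-d2 competition gives a ratio inversely related to ADP. Enzyme at 25 nM was pre-exposed to compound for 10 min, then given 10 uM ATP for 30 min, 37°C throughout.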
# * = called active by the depositor; i = inactive; ? = inconclusive; . = no result given; & = joins results of further samples; [ ] = dose if it differs, or a comment. Unless noted, the call rests on the fitted dose curve; in most records, active means well fitted curve in the direction sought with a large enough effect; inconclusive means small, poorly fitted or top-dose-only effect, or another doubt; inactive means no such curve, though single readings can be large; an effect the other way counts as inactive or inconclusive.
# Under each structure – HepG2 tox, CCT chaperon mod, TGFb inhibitor, Nrf2 block, Abeta yeast res, Nrf2 activator, Akt phos inh, A549 viability, Mm-Cpn inhibitor
Cc1ccc(Nc2c(N)c(=O)oc3ccccc23)cc1
    -18%, -5.6, -2%, -9%, -19%, 2.5%, i, -17%, -3%
CSCc1c(C(=O)OCC(=O)c2ccc[nH]2)oc2ccccc12
    -9%, 0.2, -18%, 5%, 4%, 0.1%, i, 6%, -5%
CCCC(c1nnnn1Cc1cccs1)N1CCN(C2CCCC2)CC1 (stereo not given)
    0%, -0.9, 13%, 2%, 7%, 0.0%, i, -7%, -4%
CNC(=S)NNC(=O)c1cn(C)nc1C
    2%, -3.0, 2%, -8%, 17%, -0.1%, i, 5%, 1%
CCC1CCCCN1S(=O)(=O)c1ccc2[nH]c(=O)ccc2c1 (stereo not given)
    0%, 1.1, 2%, -13%, -24%, 4.3%, i, -3%, -4%
CC(=O)N1CCc2cc(S(=O)(=O)NCC(=O)NCc3ccc(Cl)cc3)ccc21
    -3%, 0.2, -9%, 5%, 9%, -0.5%, i, 1%, 1%
CC(=O)CC(=O)Nc1ccn(-c2ccccc2)n1
    -13%, -0.7, -2%, -2%, 1%, 0.8%, i, -3%, -1%
O=[N+]([O-])c1ccc(O)c(N=Cc2sc3ccccc3c2O)c1
    -4%, -0.2, -18%, 1%, 0%, 17%, i, -17%, 1%
O=C(Nc1nc2c(F)cc(F)cc2s1)c1ccc2c(c1)OCCO2
    4%, ., ., ., -3%, 0.9%, ., 0%, -5%
COc1ccc(Cl)cc1N1C(=O)C2CCCN2C1c1ccc(F)cc1 (stereo not given)
    -9%, -0.9, 8%, 5%, -7%, 0.7%, i, 7%, 2%
COC(=O)c1cc(S(=O)(=O)Nc2ccsc2C(=O)OC)oc1C
    2%, 0.4, 1%, -23%, -6%, -0.7%, i, 4%, 3%
CCN=C1S/C(=C\c2cn(CC(=O)NCCOC)c3ccccc23)C(=O)N1CC
    -9%, -1.2, 16%, -12%, -5%, -0.7%, i, -11%, -7%
O=C(CN1CCOCC1)Nc1cc(C(F)(F)F)ccc1Cl
    -2%, 1.2, 33%[activator], -21%, 11%, 0.3%, i, -1%, 2%
Cc1c(Cl)cccc1NC(=O)Cn1c(=O)n(Cc2nc(-c3ccccc3)no2)c(=O)c2cc3c(cc21)OCO3
    -10%, ., -14%, ?, -17%, 0.4%, ., 5%, .
Nc1cc(OC(=O)c2cccs2)nn1S(=O)(=O)c1ccc(F)cc1
    -20%, -2.6, -4%, -25%, ?, 3.9%, i, 2%, 1%
CSc1nnc2ccc(-c3ccccn3)nn12
    3%, -0.7, 6%, 11%, 0%, -0.3%, i, -3%, 1%
CC(Cc1nnc(SCC(=O)O)n1N)c1ccccc1 (stereo not given)
    8%, 0.1, 46%[activator], -15%, 2%, -0.4%, i, -1%, 0%
Cc1nc2cc(-c3cccs3)nn2c(NCC(C)(C)CN(C)C)c1C
    -22%, 1.3, -5%, -8%, 1%, -1.2%, i, 5%, 0%
COc1ccc(Cn2c(=S)[nH]c3ccsc3c2=O)cc1
    1%, 0.9, 2%, 0%, -9%, 0.1%, i, 1%, -2%
COc1ccc(-n2nc(C(=O)N3CCCCC3)c(C)c(C#N)c2=O)cc1
    5%, -0.6, 12%, -7%, -8%, 0.2%, i, -8%, 1%
NC(=S)N/N=C/c1ccc(-n2nncc2-c2ccc(Cl)cc2)cc1
    -33%, -2.4, ?, -10%, -16%, ?, i, 3%, 2%
CC(C)c1cc(-c2nc(-c3cccc(Cl)c3)no2)n[nH]1
    -105%, ., ?, ?, 3%, 8.0%, ., 9%, .
O=C1CC(c2ccco2)CC(O)=C1C=NCCN1CCNCC1 (stereo not given)
    -9%, -0.9, 9%, -8%, -8%, 0.1%, i, 2%, -2%
O=C(NCc1ccccc1F)C1CC(=O)N(Cc2ccco2)C1 (stereo not given)
    6%, 2.6, ?, ., -13%, 2.3%, i, ., .
Cc1ccc(NC(=O)CN2C(=O)CC(c3ccc(F)cc3)=Nc3ccccc32)cc1F
    -9%, ., -1%, -3%, -18%, 0.9%, ., 0%, .
CCNC(=O)C1CCCN(C(=O)c2ccc3c(c2)OCO3)CC1 (stereo not given)
    6%, 0.3, 5%, ., 29%, -1.0%[9.22 µM], i, ., .
CCOc1ccc(NC(=O)CN(C)C(=O)Cc2n[nH]c(=O)c3ccccc23)cc1OCC
    -23%, 1.7, -12%, -28%, 4%, -0.4%, i, -4%, -3%
COc1ccc(-c2cc(C)no2)cc1S(=O)(=O)NC(C)C
    -23%, ., -22%, ?, -11%, 1.2%, ., 6%, .
Cc1nc(C(F)(F)F)ccc1C(=O)N1CCC1(C)C(=O)NS(=O)(=O)c1ccc(C(C)(C)C)cc1 (stereo not given)
    0%, 0.6, 27%, ., -10%, 3.4%, i, ., .
COc1ccc(/C=C/C(=O)NC2CCCCCC2)cc1S(=O)(=O)N1CCOCC1
    3%, -3.3, 12%, ?, -7%, 2.5%, i, 4%, 1%
CCCNC(=O)c1cc(C2CCCN(C(=O)c3cc(F)ccc3C)C2)on1 (stereo not given)
    -60%, 0.2, ?, ., -9%, 0.2%, i, ., .
Cc1ccc(CCNC(=O)c2nnn(-c3cccc(C)c3)c2N)cc1
    -31%, -0.9, 0%, -11%, 14%, 0.3%, i, -3%, -2%
COc1ccc(-c2csc(NCCc3nc4cc(Cl)c(N5CCCCC5)cc4n3CCOCCO)n2)cc1
    -12%, -3.1, ?, -10%, -15%, 2.8%, i, -5%, .
NC(=O)COC(=O)c1cc([N+](=O)[O-])ccc1NCCO
    16%, -1.8, 3%, 5%, -6%, 0.4%, i, -21%, 0%
COC(=O)c1cc(C#N)c(OC)nc1C
    0%, -0.6, ?, -5%, 4%, -0.4%, i, -3%, 1%
CCOC(=O)C1CCN(CCC(=O)Nc2cccc(C)c2)CC1
    7%, -0.6, 1%, -1%, -7%, 0.1%, i, 0%, -1%
CC(=O)Nc1ccc(S(=O)(=O)Nc2ccc(N3CCCCC3)cc2)cc1
    -40%, 1.6, ?, ?, 6%, -2.3%, i, ?, -6%
COc1ccc(-c2cc(C(=O)OCC(=O)N3CCOCC3)c3ccccc3n2)cc1
    -16%, -2.5, 5%, 1%, -1%, -0.1%, i, 2%, -18%
Cc1ccccc1S(=O)(=O)Cc1ccc(C(=O)NCCc2ccccc2)o1
    -6%&-3%, -1.6, -3%&-17%, ?, -2%&-8%, -0.3%&2.4%, i, -11%&-6%, ?
O=C(c1sc2ccccc2c1Cl)N(Cc1ccccc1Cl)C1CCS(=O)(=O)C1 (stereo not given)
    -1%, -0.3, 0%, ?, ?, 0.1%, i, -27%, -17%
Cc1cccc(Nc2nccc(N(C)C)c2C#N)c1
    0%, 0.4, 20%, -4%, 7%, 0.3%, i, -14%, 3%
CCOc1ccc(CCNC(=O)CCc2nc(-c3ccc(OC)cc3)no2)cc1OCC
    -1%, -0.9, 12%, ., 6%, -0.3%, i, 7%, -9%
Cc1cccc(-n2ncc3c(N)ncnc32)c1
    -14%, 0.8, 16%, 15%, -1%, 4.7%, i, 9%, 2%
COc1ccc(-c2onc3ccc(C(C)=O)cc23)cc1
    5%, -1.7, 31%[activator], 7%, 0%, 0.2%, i, -8%, -1%
COc1ccc(CN2CCNC(=O)C2CC(=O)NC2CCC2)c(OC)c1 (stereo not given)
    -3%, -2.2, 8%, -1%, 6%, -0.6%, i, 2%, 0%
O=C(C1CCC1)N1CCc2cc(S(=O)(=O)NCc3ccc(F)cc3)ccc21
    -4%, ., 0%, -16%, -3%, 0.0%, ., -3%, .
CC1=C(C(N)=O)C(c2cccc(OCc3ccccc3)c2)n2nnnc2N1 (stereo not given)
    -13%, -1.7, 20%, ?, -1%, ?, i, 5%, -1%
O=C(CNC(=O)c1ccc(Cl)cc1)N/N=C/C=C/c1ccccc1
    8%, 1.4, 8%, -11%, -4%, 0.5%, i, 1%, 1%
COc1ccccc1C(=O)Nc1ccc(OCC(=O)N2CCCCC2)cc1
    -2%, -1.4, -7%, ?, -9%, 0.3%, i, -8%, 2%
Cc1cc(C)nc(N(C#N)CN2C(=O)c3ccccc3C2=O)n1
    4%, -0.2, -27%, ., -6%, -0.3%, ., -14%, 1%
COc1ccc(OCC(=O)N/N=C\c2ccco2)cc1
    4%, 0.4, ?, 10%, 0%, 0.7%, i, -2%, -2%
CC1(C(=O)NS(=O)(=O)c2cccc(OC(F)F)c2)CCN1C(=O)C1CCCCC1 (stereo not given)
    2%, 0.1, -1%, ., 0%, -0.2%, i, ., .
Clc1ccc(CCNc2nc3ccccc3s2)cc1
    -43%, -0.5, 4%, 9%, 19%, 3.3%, i, 1%, 1%
N#Cc1ccc(C(=O)N2CCC3CC2c2cc(-c4ccccc4)ccc23)cc1 (stereo not given)
    -29%, 0.3, ?, 8%, -14%, 2.9%, i, 6%, .
CCOc1ccc(NC(=O)C(=O)NCc2ccco2)cc1
    -18%, ., -1%, 13%, 8%, 0.0%, ., 1%, .
CCOc1ccc2nc(CN3CCN(Cc4ccsc4)C(CCO)C3)ccc2c1 (stereo not given)
    -22%, -0.2, ?, -25%, -25%, -0.5%, i, -16%, -1%
O=C(Nc1ccc(O)cc1)c1c(O)c2c([nH]c1=O)CCCC2
    -13%, -2.4, 5%, ?, -1%, 5.0%, i, -6%, 0%

# Rows were taken by chance, and some 4.3% of all compounds hit somewhere here.
